PhoP GFP inhibition = PhoP regulon inhibitors, Salmonella typhi PhoP promoter GFP reporter, confirmatory (AID 1850); actives 0.33% (n = 310,000); Salmonella Typhi PhoP-promoter GFP reporter, fluorescence, 4 h; higher % means a stronger effect; inhibition, % at 50 µM; hits with a dose series show IC50 in µM; in the data active = a potency from the dose series; inconclusive = inhibition mostly from about 25% at the one dose, without a potency; inactive = the rest, 99 in 100 with inhibition below about 19%;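 note: 0% = induced wells with vehicle and 100% = uninduced wells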
VEEV TC-83 Vero = inhibitors of VEEV TC-83 cytopathic effect, confirmation, Vero cells (AID 588727). Vero cells, VEEV TC-83 cytopathic effect inhibition; higher % means a stronger effect. inhibition, % at 20 µM; hits with a dose series show IC50 in µM. actives 0.13% (n = 350,000); in the data active = a potency from the dose series; inconclusive = inhibition mostly from about 14% at the one dose, without a potency; inactive = the rest, 99 in 100 with inhibition below about 12%; note: strong numbers were not always called active
influenza NS1A = H1N1 influenza NS1A inhibitors, functional cell based assay (AID 504329) | actives 0.3% (n = 340,000) | NS1A functional cell-based assay, percent inhibition; higher % means a stronger effect | inhibition, % at 12.5 µM, or IC50 in µM where a hit was titrated; in the data active = a potency from the dose series; inconclusive = inhibition above about 27% without an active follow-up result; note: strong numbers were not always called active
tuberculosis growth = growth inhibition of non-replicating M. tuberculosis (AID 488890); inhibition, % at 25 µM; hits with a dose series show IC50 in µM; Mycobacterium tuberculosis non-replicating, growth inhibition; higher % means a stronger effect; actives 0.39% (n = 320,000); in the data active = a potency from the dose series; inconclusive = inhibition mostly from about 82% at the one dose, without a potency; inactive = the rest, 99 in 100 with inhibition below about 76%;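 note: plate controls were DMSO cells for no effect and high antibiotic wells for full effect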
M. tuberculosis HTS = M. tuberculosis growth inhibition, HTS (AID 449762); actives 0.59% (n = 330,000); one-dose inhibition, % at 25 µM; IC50 in µM for titrated hits; M. tuberculosis H37Rv growth inhibition, 7H9 media; higher % means a stronger effect; in the data active = a potency from the dose series; inconclusive = inhibition above about 70% without an active follow-up result;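 note: bacterial growth assessed after seven days of incubation; strong numbers were not always called active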
VEEV TC-83 Vero 10K pilot screen = further read-out of VEEV TC-83 Vero, marked with its call; inhibition, %; measured here: 10K pilot screen inhibition
Starred values were filed as active, the others as inactive; i = inactive; ? = inconclusive; / = not tested or not shown; & = joins results of further samples. Compounds were not picked by outcome; any-hit rate near 1.5%.

SMILES	PhoP GFP inhibition	VEEV TC-83 Vero	influenza NS1A	tuberculosis growth	M. tuberculosis HTS	others
COc1ccc(CNC(=O)c2coc(=O)c3ccccc23)c(OC)c1	13.1%	5.5%	-5.3%	20.2%	9.6%
CC(Sc1nc2ccccc2n1C)C(=O)Nc1ccc(N2CCOCC2)cc1 (stereo unspecified)	-2.1%	1.5%	-7.4%	11.1%	10.7%
O=C(NCCCN1CCOCC1)C1CCC(=O)N1C1CCCCC1 (stereo unspecified)	-4.9%	3.3%	19.9%	4.2%	-9.4%
O=C(O)c1ccc(N/N=C/c2ccc(-c3ccc(Cl)cc3Cl)o2)cc1	5.7%	i	-20.9%	78.6%	?
Cc1cc(=O)[nH]c(SCC(=O)Nc2ccc(S(=O)(=O)N3CCCCC3)cc2)n1	-3.7%	2.7%	-15.9%	8.6%	-16.6%
Cc1cc2cc(C)c3nnc(SCc4ccccn4)n3c2cc1C	-1.5%	12.1%	1.4%	-19.7%	4.9%
CC(C)n1cnnc1SCC(=O)NNC(=O)COc1ccc(Cl)cc1	6.1%	1.6%	-4.0%	-21.4%	6.3%
CCOC(=O)COc1ccc(S(=O)(=O)Nc2ccc3c(c2)OCO3)cc1	-7.6%&-9.2%	0.1%	-7.6%	54.9%	-4.2%
O=C1c2ccccc2NC(c2ccc(-c3cccs3)o2)N1O (stereo unspecified)	/	2.6%	-25.4%	7.8%	-1.1%
N/C(=N\OC(=O)COc1ccc(Br)cc1)c1cccc([N+](=O)[O-])c1	-1.6%	i	-5.5%	23.8%	63.6%
COc1ccc(C(=O)N(C)Cc2ccon2)cc1OC1CCN(C(C)C)CC1	1.5%	1.3%	-5.0%	-12.7%	-1.1%
Nc1c(C(=O)NC2CCCCC2)nsc1C(=O)OCC(=O)NC1CCCCC1	0.9%	1.6%	7.0%	3.27µM*	1.87µM*
CCOc1ccc(/C=C/C(=O)OCC(=O)c2ccccc2OC)cc1OC	-3.9%	8.4%	1.8%	11.3%	5.8%
CCc1ccc(N/C(SC)=C(/C#N)C(N)=O)cc1	17.1%	i	-0.9%	17.2%	-2.4%
CC(C)Oc1ccc(C2CC(=O)NC2=O)cc1 (stereo unspecified)	-1.7%	i	1.2%	6.2%	4.1%
c1cncc(CNCCc2c[nH]c3ccccc23)c1	4.2%	0.1%	-2.7%	8.4%	-0.2%
O=S(=O)(NCc1cccc(C(F)(F)F)c1)NCc1ccccc1F	-4.1%	i	2.1%	52.4%	10.4%
CC(Oc1ccc(Cl)cc1Cl)C(=O)NNC(=O)C(=O)N1CCCCC1 (stereo unspecified)	-6.7%	0.7%	-7.6%	-6.2%	-16.4%
CC(OC(=O)CN1C(=O)COc2ccccc21)C(=O)NCc1ccc(F)cc1 (stereo unspecified)	-26.8%	i	3.6%	-4.3%	19.6%
CC(C)C[C@H]1CN([C@@H](Cc2ccc(O)cc2)CN2CCC[C@@H]2CN2C(=O)C(=O)NC[C@@H]2Cc2ccccc2)C(=O)C(=O)N1CC1CCCCC1	/	i	5.3%	/	/
COC(=O)c1ccc(NC(=O)Nc2ccc3c(c2)OCO3)cc1	-4.5%	2.5%	-8.1%	60.6%	-16.7%
Cc1ncc2c(n1)-c1cc(F)ccc1SC2	-8.5%	0.8%	-9.8%	?	0.6%
CC(C)(C)NCC(O)COCc1ccc(Cl)cc1 (stereo unspecified)	3.7%	0.2%	-2.5%	-0.6%	6.5%
CCN1CCN(c2ccc(S(=O)(=O)N3CCCCC3)cc2NC(=O)c2cccc(Cl)c2)CC1	2.5%	2.3%	0.8%	27.7%	-3.7%
OC(C#CCCN1CCCCC1)(c1ccccc1)C1CCCCC1 (stereo unspecified)	4.4%	i	2.9%	13.0%	4.4%
O=C(Nc1nccs1)c1ccc(COc2ccccc2Cl)o1	-1.2%	8.9%	7.2%	74.5%	-11.6%
Cc1cc(C(=O)CSc2nnc(NCc3ccccc3)s2)c(C)n1C	1.2%	0.4%	10.9%	4.1%	-0.7%
O=C(CCn1nc(-c2ccc(Cl)cc2)c2ccccc2c1=O)NCC1CCCO1 (stereo unspecified)	-1.4%	1.6%	0.6%	-3.6%	3.3%	VEEV TC-83 Vero 10K pilot screen=0.4
CCOc1ccc(C(=O)NC2CCN(S(=O)(=O)c3ccccc3)CC2)cc1	4.2%	i	-0.5%	-4.9%	20.6%
Cc1cc2n(n1)C(c1ccco1)Nc1ccccc1-2 (stereo unspecified)	-1.7%	1.1%	-21.9%	2.8%	-11.6%
CC(C)(C)c1csc(NC(=O)c2ccccc2O)n1	-1.3%	2.7%	-3.8%	i	3.5%
CC(C)N1CC(C(=O)Nc2ccc(S(=O)(=O)N3CCCCC3)cc2)CC1=O (stereo unspecified)	8.7%	0.7%	-14.5%	-10.7%	3.0%
CCOC(=O)CC(=O)CSc1nc2c(cc1C#N)CCCCCC2	-2.2%	2.9%	4.0%	-3.6%	-6.6%
O=C1C2(CCC13COC(c1ccc(O)cc1)OC3)COC(c1ccc(O)cc1)OC2 (stereo unspecified)	-13.8%	i	2.7%	-11.4%	-2.9%
COc1ccc(Cl)cc1NC(=O)CN(C)C(=O)C1CC(=O)N(Cc2ccc(C)cc2)C1 (stereo unspecified)	7.2%	6.6%	-3.8%	13.5%	-6.2%
O=C(c1cccc(C(F)(F)F)c1)N1CCOC12CCN(c1ncc(C(F)(F)F)cc1Cl)CC2	-6.6%	3.7%	-1.5%	3.1%	0.5%
CCOC(=O)c1c(N)sc(C(=O)N2CCCCC2)c1C	-5.4%	0.8%	-0.2%	-3.2%	-8.7%
O=C(Nc1ccc(C(=O)N2CCCCC2)cc1)c1ccccc1	/	1.0%	-0.3%	/	/
CC1CCN(C(=O)C2CCCCN2S(=O)(=O)c2cccc([N+](=O)[O-])c2)CC1 (stereo unspecified)	2.5%	0.3%	10.2%	13.7%	0.5%
Cc1nn(CC(=O)OCC(=O)Nc2cccc(S(N)(=O)=O)c2)c(C)c1[N+](=O)[O-]	/	i	-6.9%	-7.4%	-2.7%
CC1Cc2nc(SCC(=O)c3ccccc3)n(Cc3ccccc3)c(=O)c2S1 (stereo unspecified)	-8.0%	7.4%	7.0%	29.9%	-1.7%	VEEV TC-83 Vero 10K pilot screen=3.4
CCOc1ccccc1/C=C/c1onc(C)c1S(=O)(=O)N1CCC(C(=O)N2CCCCCC2)CC1	6.7%	5.8%	2.1%	9.7%	12.8%
COc1ccc(OCC(=O)Nc2cc(S(=O)(=O)N3CCCC3)ccc2Cl)cc1	/	2.7%	-2.4%	/	/
CCSc1nnc(-c2ccc(C)cc2)c2ccccc12	-5.1%	0.9%	-2.0%	75.1%	11.6%
CCc1ccc(CNCCc2ccc(F)cc2)cc1	7.6%	0.4%	-5.0%	35.3%	6.5%

Reprinted from the part before: four compounds, followed by the next part.
SMILES	PhoP GFP inhibition	VEEV TC-83 Vero	influenza NS1A	tuberculosis growth	M. tuberculosis HTS	others
CCOc1ccccc1/C=C/c1onc(C)c1S(=O)(=O)N1CCC(C(=O)N2CCCCCC2)CC1	6.7%	5.8%	2.1%	9.7%	12.8%
COc1ccc(OCC(=O)Nc2cc(S(=O)(=O)N3CCCC3)ccc2Cl)cc1	/	2.7%	-2.4%	/	/
CCSc1nnc(-c2ccc(C)cc2)c2ccccc12	-5.1%	0.9%	-2.0%	75.1%	11.6%
CCc1ccc(CNCCc2ccc(F)cc2)cc1	7.6%	0.4%	-5.0%	35.3%	6.5%
CC(=O)c1c(N2CCN(Cc3ccccc3)CC2)[nH]c(-c2ccccc2)nc1=S	-3.5%	1.5%	-9.3%	5.2%	-3.0%
O=C(NC1CCCN(Cc2ccc(Cl)cc2)C1)c1c(F)cccc1F (stereo unspecified)	-8.5%	1.4%	3.2%	3.1%	0.0%
COc1ccc(/C=C2\C(=O)NC(=S)N2C(=O)c2ccc(F)cc2)cc1	-34.3%	3.0%	-11.0%	?	-3.2%
COc1cc(CN2CC(=O)N(c3cccc(Cl)c3C)C2=S)cc(OC)c1OC	4.7%	10.7%	-27.4%	2.1%	7.5%
COC(=O)/C=C/C(=O)N1CCN(c2ccccc2C)CC1	0.4%	i	1.8%	78.6%	?
CC(=O)Nc1nc(C(=O)Nc2c(C)n[nH]c2C)cs1	-0.5%	4.4%	23.9%	-6.9%	-11.3%
O=C(CCc1ccccc1Cl)Nc1ccc(S(=O)(=O)N2CCOCC2)cc1	-4.0%	2.4%	2.9%	5.2%	-5.2%
CCOC(=O)c1ccccc1NS(=O)(=O)c1cnn(CC)c1C	0.1%	1.6%	1.8%	3.0%	-1.5%
CCCCOC(=O)c1ccc(NC(=O)c2ocnc2C)cc1	9.1%	0.3%	4.6%	/	/
Cc1ccc2nc(Cl)c(-c3ccccc3)cc2c1	15.6%	1.3%	/	15.5%	1.9%
COc1ccccc1/C=C/C(=O)NCC(=O)N/N=C/c1ccc2c(c1)OCO2	-1.4%	0.6%	1.1%	-16.9%	4.2%
O=C(CN1CCCCC1)N1CCCc2c1c(=O)oc1ccc(OCc3ccccc3)cc21	11.8%	4.3%	5.2%	52.7%	6.2%
Cc1c(C(=O)Nc2ccc(F)cc2)oc2ccc(S(=O)(=O)N3CCC4(CC3)OCCO4)cc12	-8.1%	i	5.3%	24.4%	?
Cc1ccc(OCCNC(=O)CCNC(=O)c2ccc(Cl)cc2)cc1	/	i	-0.2%	14.7%	-4.2%
O=C1OC(c2cccs2)=N/C1=C\c1ccc(-c2cccc(Cl)c2)o1	-11.6%	0.1%	-0.8%	?	?
COc1ccccc1CCNC(=O)c1cnn2c(C(F)F)cc(C)nc12	-0.3%	1.0%	7.0%	/	-3.4%
Cc1nc(=O)c(-c2ccccc2)c(C)n1-c1ccc(C(=O)O)cc1	-1.5%	0.3%	-3.2%	-2.6%	2.3%
COc1ccc(N(CC(=O)NCCSc2ccccn2)S(=O)(=O)c2ccc(C)cc2)cc1OC	14.1%	0.9%	3.9%	14.2%	6.6%
Cn1cccc1CC(=O)NNC(=O)Nc1ccc(Cl)cc1	-1.3%	0.0%	7.5%	9.9%	0.7%
Cn1c(NC(=O)c2cccc(C(F)(F)F)c2)cc(=O)n(C)c1=O	-7.3%	i	2.1%	/	0.0%
Cc1cc(S(=O)(=O)NCc2ccccc2)ccc1OCC(=O)Nc1cccc([N+](=O)[O-])c1	-0.4%	0.4%	-5.5%	14.4%	-7.1%
O=C(COc1ccc(S(=O)(=O)N2CCCC2)cc1)NCc1cccnc1	-11.9%	0.1%	-5.8%	2.4%	-0.8%
Cc1ccc(C(=O)NNC(=O)CSc2nnc3c(n2)[nH]c2ccc(F)cc23)cc1	3.1%	5.7%	-13.6%	-7.3%	3.1%
Cc1ccc(NS(=O)(=O)c2cc(Br)cnc2N)c(Cl)c1	-1.6%	3.5%	4.7%	24.5%	-2.8%
COc1cccc(C(=O)N(c2ccc(OC)cc2OC)C2C=CS(=O)(=O)C2)c1 (stereo unspecified)	-2.0%	0.8%	-2.6%	4.6%	-7.7%
COc1ccccc1CN(C)C(=O)c1ccc2c(c1)NC(=O)CS2	1.4%	1.1%	5.0%	12.4%	2.8%
CO/N=C(/CN1CCCCC1)c1ccc(Cl)cc1	2.1%	i	-9.4%	-2.0%	-5.0%
CC(NC(=O)OC(C)(C)C)C(=O)Oc1cc2oc(=O)cc(-c3ccccc3)c2cc1Cl (stereo unspecified)	-12.1%	0.2%	0.2%	66.1%	4.5%
COc1ccc(-c2cc(C3CCN(c4cc(Cl)nc(N)n4)CC3)[nH]n2)cc1	5.1%	2.2%	-4.9%	31.5%	?
CC(C)(C)S(=O)(=O)Cc1nc(-c2ccc(Cl)c(Cl)c2)cs1	6.4%	0.1%	-12.2%	1.5%	3.1%
CC(Oc1ccccc1Cl)C(=O)N1CCCN(C)CC1 (stereo unspecified)	5.2%	0.4%	-27.1%	8.9%	-8.4%
CC1C(=O)CC(c2ccc([N+](=O)[O-])cc2)NC1c1ccc([N+](=O)[O-])cc1 (stereo unspecified)	-7.9%	0.8%	1.3%	64.7%	-2.9%

Filtered by structure, the entries above containing bromine
SMILES	PhoP GFP inhibition	VEEV TC-83 Vero	influenza NS1A	tuberculosis growth	M. tuberculosis HTS	others
N/C(=N\OC(=O)COc1ccc(Br)cc1)c1cccc([N+](=O)[O-])c1	-1.6%	i	-5.5%	23.8%	63.6%
Cc1ccc(NS(=O)(=O)c2cc(Br)cnc2N)c(Cl)c1	-1.6%	3.5%	4.7%	24.5%	-2.8%
